V1aR counter = V1a receptor agonism, counter-screen for OXTR agonists | P37288 | CHO-V1R cells, Fluo-8 calcium fluorescence, agonist mode; 0% DMSO, 100% 3 nM vasopressin | activation, % at 3 µM | 0.25% of 320,000 active | AID 2797;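 active = activation above the mean activation of all tested compounds plus 3 SD, per screening run, cut at about 20% in these data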;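 also: signal is peak over basal fluorescence ratio across a 100 second FLIPR read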
Target sequence (P37288 whole entry, looked up): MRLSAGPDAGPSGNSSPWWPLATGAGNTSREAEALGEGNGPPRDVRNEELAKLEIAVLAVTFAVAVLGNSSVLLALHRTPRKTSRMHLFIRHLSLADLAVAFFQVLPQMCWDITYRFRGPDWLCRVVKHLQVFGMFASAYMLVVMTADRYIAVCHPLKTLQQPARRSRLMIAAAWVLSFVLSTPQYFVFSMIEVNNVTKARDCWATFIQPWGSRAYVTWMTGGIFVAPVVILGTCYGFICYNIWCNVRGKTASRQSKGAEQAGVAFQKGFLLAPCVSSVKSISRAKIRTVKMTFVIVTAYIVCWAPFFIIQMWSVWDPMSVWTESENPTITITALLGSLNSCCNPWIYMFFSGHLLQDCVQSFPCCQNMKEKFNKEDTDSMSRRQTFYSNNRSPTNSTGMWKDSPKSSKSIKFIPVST
GalR3 antagonist = human GalR3 antagonism; O60755; HEK293 GalR3-CNG cAMP membrane potential fluorescence; galR3 body fused to GalR1 C-terminus; inhibition, % at 3 µM; 0.44% of 360,000 active;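 active = inhibition above the screen-wide average plus 3 SD, cut at about 13% in these data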;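 also: forskolin and galanin both at EC90 stimulate the cells; cAMP rise reported by CNG channel membrane potential dye signal; 0% = forskolin plus galanin with DMSO and 100% = forskolin alone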
M18AAP inhibitor = PfM18AAP enzyme inhibition. recombinant PfM18AAP, H-Glu-NHMec fluorogenic cleavage. inhibition, % at 7.35 µM. 1.2% of 290,000 active. AID 1822;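 active = inhibition above the campaign mean inhibition over all tested compounds plus 3 SD, cut at about 28% in these data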;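 also: 0% = plate median of test compound wells and 100% = 2 mM ZnCl2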
OXTR potentiator = potentiators of human oxytocin receptor; P30559; CHO-OTR cells, Fluo-8 calcium fluorescence, potentiator mode; 0% = oxytocin EC15, 100% = EC100; activation, % at 3 µM; 0.061% of 320,000 active;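 active = activation above that plate's cutoff, the mean activation of tested compounds plus 3 SD, cut at about 6.6% in these data, passing the limit was not always enough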;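 also: 100% uses oxytocin at 75 nM as the full agonist control; some results filed as inactive read as strong as hits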
Target sequence (P30559 whole entry, looked up): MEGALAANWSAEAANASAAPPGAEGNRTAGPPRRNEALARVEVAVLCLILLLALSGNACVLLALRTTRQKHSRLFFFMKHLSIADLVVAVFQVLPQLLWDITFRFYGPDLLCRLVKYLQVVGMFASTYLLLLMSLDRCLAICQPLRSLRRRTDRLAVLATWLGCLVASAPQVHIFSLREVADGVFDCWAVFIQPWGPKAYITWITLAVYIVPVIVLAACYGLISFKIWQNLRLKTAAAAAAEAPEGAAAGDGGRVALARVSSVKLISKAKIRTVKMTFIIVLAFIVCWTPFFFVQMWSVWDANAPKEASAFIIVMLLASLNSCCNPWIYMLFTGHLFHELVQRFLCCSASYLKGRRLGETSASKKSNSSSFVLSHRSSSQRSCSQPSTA
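Assay system: CHO-OTR cells, human receptor / Also added: oxytocin at about EC15, sub-maximal agonist stimulus / Dosing: single dose, 3.0 µM nominal final compound concentration / Incubation: 6 min pre-incubation, 100 s read / Technique: Fluo-8 calcium dye fluorescence / Read-out: % activation vs EC15 and EC100 oxytocin / Benchmarks: EC15 oxytocin low, 75 nM oxytocin high / Replicates: singlicate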
NALP1 yeast inh = blocks the NALP1 inflammasome reconstituted in yeast; S. cerevisiae NALP1/ASC/caspase-1 growth, X-gal OD620, 72 h; inhibition, % at 10 µM; 0.61% of 280,000 active; in the data active = inhibition mostly above about 24%, no sharp cut-off; inactive = mostly below about 32%; also: some compounds called inactive have numbers as strong as hits
GPR7 antagonist = antagonists of human GPR7 (neuropeptides B/W receptor 1); AID 1861; P48145; inhibition, % at 4.4 µM; 1.1% of 290,000 active; GPR7-expressing cells, fluorescence antagonist assay; in the data active = inhibition above about 16%, passing the limit was not always enough;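 also: cells stimulated with the agonist NPW; 0% = agonist with vehicle and 100% = vehicle without agonist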
MEKK2 mut-MEK5 = signal of MEK5 binding to mutant human MEKK2 PB1 domain; bead flow cytometry, Alexa488-MEK5 binding to MEKK2 mutant; percent response, % at 10 µM; 0.35% of 290,000 active; in the data active = percent response above about 24%, passing the limit was not always enough; also: inactives centre near 1; some results filed as inactive read as strong as hits; reference of the scale not given here
OXTR ag = agonists of human oxytocin receptor; 0.32% of 320,000 active; activation, % at 3 µM; AID 2435; P30559; CHO-OTR cells, Fluo-8 calcium fluorescence; normalized: DMSO 0%, oxytocin 100%;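 active = activation above the mean of all tested compounds plus 3 SD, cutoff set per screening run, cut at about 20% in these data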;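 also: peak over basal fluorescence ratio from a 100 s FLIPR kinetic read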
MEKK2wt PB1 HTS = raises or lowers MEK5 binding to wildtype human MEKK2 PB1 domain; Q9Y2U5; bead flow cytometry, Alexa488-MEK5 binding to MEKK2 WT; actives lie on both sides; binding response (% of control), % at 10 µM; 1.1% of 290,000 active; AID 1531; in the data active = binding response below about 67% or above about 130%
* hit, by the source's call; nt = not tested or not shown.

structure	NALP1 yeast inh	MEKK2 mut-MEK5	M18AAP inhibitor	OXTR ag	GalR3 antagonist	OXTR potentiator	GPR7 antagonist	V1aR counter	MEKK2wt PB1 HTS
Cc1cccc(NC(=O)CN(CC2CCCO2)C(=O)c2cc(S(=O)(=O)N(C)C)ccc2F)c1C (configuration not stated)	nt	nt	nt	-0.2	-4	1	nt	0.3	nt
O=C(O)c1oc2ccccc2c1CSc1ccc(Cl)cc1	8	0	-13	-1.0	-7	-23	-3	-0.2	103
COc1ccc(-c2[nH]ncc2CN2CCC(c3ccncc3)CC2)cc1F	nt	0	2	1.6	-3	-6	-17	0.2	108
CCOC(=O)CCC(=O)Nc1ccc(S(=O)(=O)N2CCCCC2)cc1	6	-3	1	0.9	-4	-5	-7	1.2	95
Cn1c(NNC(=O)c2ccccc2F)cc(=O)n(C)c1=O	nt	-4	2	0.9	-5	-4	-8	-0.5	92
COc1ccc(N2C(=O)C(CC(=O)Nc3ccccc3)N(Cc3ccc4c(c3)OCO4)C2=O)cc1 (configuration not stated)	2	9	2	1.9	nt	-2	-4	0.8	104
O=C(c1cccc(NS(=O)(=O)c2cccc(F)c2)c1)N1CCN(c2ccccc2)CC1	25	-2	-1	0.6	-2	-9	-6	1.9	106
CC(=O)Nc1ccc(CCc2nc3ccccc3[nH]2)cc1	7	13	-4	-0.5	-10	-8	-16	0.1	110
CC(=O)c1cccc(S(=O)(=O)N2CCC(C(=O)O)CC2)c1	-17	-12	-3	1.1	-5	-3	-12	0.9	85
CCOC(=O)CSc1nc2c(c(=O)n(C)c(=O)n2C)n1CCCc1ccccc1	4	7	-7	nt	-2	nt	-5	nt	100
Fc1ccccc1COc1ccc(-c2nnn(Cc3ccccc3F)n2)cc1	4	-4	-4	4.4	5	-7	-18	3.1	100
Cc1nn(-c2ccccc2)c(Cl)c1C1C(C#N)=C(N)Oc2c1c(C)nn2-c1ccccc1 (configuration not stated)	9	5	7	1.1	0	-1	-1	0.1	103
CCOc1ccc(S(=O)(=O)NCc2ccc3c(c2)OCO3)cc1C	5	10	-10	-0.7	-10	-11	9	2.9	107
COc1cc(C2c3c(c(C)c(C)oc3=O)Oc3c(C)c(C)oc(=O)c32)ccc1OS(=O)(=O)c1ccc(C)cc1	nt	nt	nt	0.0	-2	-6	nt	-0.9	nt
COc1cc(OC)cc(C(=O)N[C@H](C(=O)OCC(=O)Nc2cccnc2Cl)C(C)C)c1	nt	nt	nt	-1.7	-7	-4	nt	0.0	nt
COc1ccc(-n2ccnc2SCC(=O)NO)cc1	-6	1	-4	0.5	4	-3	-15	0.0	103
CC(NS(=O)(=O)c1ccc(OCC(=O)N2CCCC2)cc1)c1ccccc1 (configuration not stated)	8	-1	-3	0.6	-6	1	-16	0.8	101
CC(=O)c1cccc(NC(=O)C2C3CCC(C3)C2C(=O)O)c1 (configuration not stated)	18	6	-2	0.7	0	3	-16	1.5	108
Cc1nc2sc(C(=O)c3ccccc3)c(N)c2c(C)c1C	-19	-3	-5	-2.7	13*	-8	1	-1.1	96
CCOc1cc(S(=O)(=O)NC2CC2)c(OCC)cc1-n1cnnn1	-2	2	4	0.2	-5	0	1	0.1	99

3 entries picked at random from the list so far:
structure	NALP1 yeast inh	MEKK2 mut-MEK5	M18AAP inhibitor	OXTR ag	GalR3 antagonist	OXTR potentiator	GPR7 antagonist	V1aR counter	MEKK2wt PB1 HTS
COc1cc(C2c3c(c(C)c(C)oc3=O)Oc3c(C)c(C)oc(=O)c32)ccc1OS(=O)(=O)c1ccc(C)cc1	nt	nt	nt	0.0	-2	-6	nt	-0.9	nt
CC(=O)c1cccc(S(=O)(=O)N2CCC(C(=O)O)CC2)c1	-17	-12	-3	1.1	-5	-3	-12	0.9	85
Cn1c(NNC(=O)c2ccccc2F)cc(=O)n(C)c1=O	nt	-4	2	0.9	-5	-4	-8	-0.5	92

Additional structures:
structure	NALP1 yeast inh	MEKK2 mut-MEK5	M18AAP inhibitor	OXTR ag	GalR3 antagonist	OXTR potentiator	GPR7 antagonist	V1aR counter	MEKK2wt PB1 HTS
C=C1C[C@H](O)[C@@H]2[C@H](OC(=O)[C@H]2C)[C@H]2[C@H](C)[C@@H](O)C[C@@H]12	nt	nt	nt	2.0	-2	1	nt	0.1	nt
Cc1ccc(S(=O)(=O)NCC(=O)N(CC(=O)NCc2ccco2)Cc2ccc(F)cc2)cc1	5	1	4	5.4	-9	-12	2	5.9	94
CSc1ccccc1C(=O)NC1CCCc2ccccc21 (configuration not stated)	13	7	-14	0.5	-10	-9	-6	-0.7	105
Cc1cc(SCc2ccc(Cl)cc2Cl)nc(=O)[nH]1	13	6	0	-0.7	-6	-8	-12	0.4	98
COc1ccc(C(=O)N/N=C(\C)CC(=O)Nc2ccc3c(c2)OCCO3)c(OC)c1	8	0	-3	-0.2	-8	-5	-15	0.5	100
COc1cccc(C(=O)Nc2ccc(C(=O)c3ccccc3)cc2)c1	0	2	7	6.5	-3	-21	8	7.9	105
COc1ccc(C(=O)NC2CCN(S(=O)(=O)c3ccc(C)cc3)CC2)cc1	-15	6	0	-2.7	-1	-4	-7	-1.8	115
COc1ccccc1Nc1nc(N)nc(CSC(=S)N2CC(C)CC(C)C2)n1 (configuration not stated)	12	-3	-7	-0.9	3	-10	-10	1.4	96
CCc1cc(C(=O)N2CCCC(C(=O)c3cccc4ccccc34)C2)n(C)n1 (configuration not stated)	-5	-1	-1	5.5	-6	-7	-10	6.3	93
CC(=O)OC(C)CS(=O)(=O)c1ccccc1 (configuration not stated)	2	-1	-6	1.5	4	-6	-9	-0.2	104
COc1ccc(S(=O)(=O)N2CCCN(CC(=O)Nc3ccccc3F)CC2)cc1	22	0	0	-0.7	-8	-8	30*	2.4	103
O=C(CN(c1ccc(Cl)cc1)S(=O)(=O)c1ccc(Cl)c([N+](=O)[O-])c1)NCCc1ccc(F)cc1	19	4	-8	-0.9	-2	-6	-3	-0.4	101
CC(=O)Nc1ccc(S(=O)(=O)N2CCC(C(=O)N[C@@H](Cc3ccccc3)C(=O)O)CC2)cc1	13	2	-2	1.0	-4	-1	-6	1.1	100
COC(=O)C1=C(C)N(C)C(=S)NC1c1c(OC)ccc2ccccc12 (configuration not stated)	26	-3	2	-1.8	-2	-13	7	-0.3	99
O=C(OCc1ccccc1)C1=NNC2C(=O)N(c3ccccc3)C(=O)C12 (configuration not stated)	4	20	1	1.0	-3	-1	23*	0.0	109
COc1ccc(C2C(C#N)=C(N)N(N(C)C)C3=C2C(=O)CCC3)cc1 (configuration not stated)	22	4	5	1.6	-9	-6	-14	0.0	104
Cn1c(/C(C#N)=C(\O)COc2ccc3ccccc3c2)nc2ccccc21	15	1	4	0.2	-4	-9	3	0.9	101
COc1ccc(Cl)cc1NC(=S)N(CCCN1CCOCC1)Cc1cn(C)c2ccccc12	-7	1	27	1.8	-8	-13	6	3.0	118
Cc1ccc(C2=NN(Cc3nnc(-c4ccccc4)o3)C(=O)SC2)cc1	31	-2	-10	-1.6	-1	-14	8	0.7	96
O=C(O)/C=C\C(=O)Nc1cc(O)ccc1[N+](=O)[O-]	nt	4	0	1.1	-6	3	-8	-0.1	107
CC(NC(=O)c1ccncc1)C(C)(C)C (configuration not stated)	-4	1	1	-0.6	-6	-1	-12	0.2	103
COC(=O)C(C(=O)OC)=C(/C=C/C=C/N(C)C)N(C)C	0	5	5	1.4	-7	0	-2	3.0	105
Cc1cc(C)n(C(=O)c2ccc(NC(=O)CC(C)C)cc2)n1	2	2	12	0.0	1	0	-6	1.1	96
CN(C)CCCN(C(=O)c1ccc(C(=O)c2ccccc2)cc1)c1nc2cc3c(cc2s1)OCO3	24	38*	0	6.5	-8	-8	19	14	170*
CCOc1ccc(OCC)c(NC(=O)C2CCN(S(=O)(=O)c3ccc4c(c3)CC(C)N4C(C)=O)CC2)c1 (configuration not stated)	-3	-2	6	-1.6	4	-7	3	-1.1	96
CCn1nc(C)c(NC(=O)CCSc2nc(-c3ccco3)cc(C(F)(F)F)n2)c1C	12	-1	0	0.8	-3	-14	4	2.0	92
COc1ccc(-n2c(=O)c3ccccc3n(CC(=O)Nc3ccccc3OC)c2=O)cc1	-7	-4	5	-0.1	-6	3	-8	0.3	105
CCn1c(CNC(=O)c2ccco2)nnc1SCC(=O)Nc1cccc(F)c1	-1	0	1	-0.7	-4	-4	1	0.3	101
CCC(=O)Nc1nnc(SCC(=O)Nc2ccc3c(c2)OCO3)s1	3	4	-10	0.3	0	-2	2	1.9	103
N#C/C(=C/c1ccc(O)c(O)c1)C(=O)NCc1ccc(Cl)cc1	-10	-2	38*	6.5	-6	-5	0	7.2	93
COc1ccc(C2=NN(C(=O)CCC(=O)O)C(c3ccc(OC)cc3)C2)cc1 (configuration not stated)	13	-1	-12	1.0	-8	-5	-1	1.3	100
CN(C(=O)CSc1nc2cc(Cl)ccc2c(=O)n1Cc1ccco1)C1CCS(=O)(=O)C1 (configuration not stated)	1	-7	-7	-0.2	-5	1	-13	-0.4	94
CCc1nnc(NC(=O)CSCc2cc(=O)n3cc(C)sc3n2)s1	3	4	-2	-0.8	3	2	-18	0.3	103
COC(=O)c1ccc(NC(=O)COC(=O)CSc2nc(C)cc(C)n2)cc1	14	-9	-10	1.9	-1	3	5	0.6	82
Cc1cc2[nH]c(=O)c3ccccc3n2n1	-4	2	-4	1.0	-3	-2	-16	0.5	106
COCCN1Cc2cccc(C(=O)NCCCN3CCCC3=O)c2C1=O	nt	0	-14	0.5	-5	3	-1	0.5	96
COc1ccc(-c2noc(CSc3nc4ccccc4c(=O)n3-c3ccccc3)n2)cc1OC	4	0	4	0.0	-4	-8	-10	0.3	97
CN(C(=O)COc1ccc(-c2nnco2)cc1)C1CCS(=O)(=O)C1 (configuration not stated)	nt	nt	nt	1.2	-2	-7	nt	1.1	nt
CC1CCCN(C(=O)C2c3ccccc3C(=O)N3CCc4ccccc4C23)C1 (configuration not stated)	-3	5	-1	0.1	-6	-4	0	0.2	100
CC(C)=CCc1c(O)ccc(C2COc3c(CC=C(C)C)c(O)cc(O)c3C2=O)c1O (configuration not stated)	nt	0	nt	0.1	-7	-7	nt	-0.3	93
Cc1cccn2c(=O)c(/C=C(\C#N)C(N)=O)c(N3CCN(c4ccccc4)CC3)nc12	4	-3	8	nt	-6	nt	-15	nt	97
O=C(Nc1ccc2c(c1)OCO2)C1CC(c2ccccc2Cl)=NO1 (configuration not stated)	-1	-5	-6	2.2	-6	-9	-3	0.5	96
COc1ccc(C(=O)Nn2cnnc2)c(OC)c1	-5	1	34*	-1.1	-6	-3	-11	-0.6	97
COc1ccc2nc(SCC(N)=O)[nH]c2c1	17	0	3	0.4	-6	-5	-7	-0.1	92
O=[N+]([O-])c1ccc(SCCO)nc1SCCO	18	-16	-1	0.7	-7	-1	-7	0.3	91

Assay outcomes: PubChem, several laboratories
